RmlCD inh 1536: blocks M. tuberculosis RmlC and RmlD coupled enzymes. P9WH09+P9WH11. RmlC+RmlD coupled enzyme assay, percent inhibition; primary screen in compound mixtures. inhibition, % at 3.6 µM. actives 0.03% (n = 160,000). AID 1533; in the data active means inhibition mostly above about 34%, no sharp cut-off; further: some results filed as inactive read as strong as hits
Target sequence (P9WH09 whole entry, looked up): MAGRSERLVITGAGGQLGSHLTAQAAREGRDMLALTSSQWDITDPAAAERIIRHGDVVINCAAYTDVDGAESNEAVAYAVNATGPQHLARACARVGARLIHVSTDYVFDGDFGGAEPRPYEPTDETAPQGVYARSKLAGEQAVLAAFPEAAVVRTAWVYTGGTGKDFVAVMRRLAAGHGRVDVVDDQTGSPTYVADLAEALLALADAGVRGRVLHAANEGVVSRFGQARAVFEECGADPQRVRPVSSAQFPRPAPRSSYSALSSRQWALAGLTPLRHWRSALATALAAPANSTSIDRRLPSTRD
Target sequence (P9WH11 whole entry, looked up): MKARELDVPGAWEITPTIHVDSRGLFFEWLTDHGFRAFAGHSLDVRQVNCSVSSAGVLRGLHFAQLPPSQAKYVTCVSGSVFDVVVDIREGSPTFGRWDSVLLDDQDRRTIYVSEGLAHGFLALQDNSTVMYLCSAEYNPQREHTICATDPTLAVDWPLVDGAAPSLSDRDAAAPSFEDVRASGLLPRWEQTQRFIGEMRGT
M. tuberculosis GlmU: inhibition of mycobacterial GlmU enzyme – biochemical, glucosamine-1-phosphate acetyltransferase (AID 1376); actives 0.25% (n = 220,000); M. tuberculosis GlmU acetyltransferase enzyme assay; higher % means a stronger effect; inhibition, %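 (tested at 30 µM in the primary screen)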, or IC50 in µM where a hit was titrated; in the data active means inhibition above about 13%;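 further: 0% = complete reaction with vehicle and 100% = reaction without substrate; strong numbers were not always called active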
Numbers without * were called inactive; / = no result given. These rows are one share of the data. The share of hits here may be higher or lower than overall.

structure	RmlCD inh 1536	M. tuberculosis GlmU
CC(=O)OCC(OC(C)=O)C(OC(C)=O)C(OC(C)=O)C(=O)Nc1ccc(C)cc1 (stereo unspecified)	/	2.7%
Cc1cc(C)nc(N/N=C/C(Cl)=C/c2ccccc2)n1	-2.0	-1.3%
CCOc1ccccc1NC(=O)COC(=O)CN(C)S(=O)(=O)c1ccc(C)cc1	/	-1.9%
O=C(c1ccc(Cl)cc1)C1CCCN(C(=O)c2csnn2)C1 (stereo unspecified)	-4.4	2.5%
CCOc1ccc(C(=O)NCC(=O)OCc2csc(-c3ccccc3)n2)cc1	-9.3	1.0%
Cc1nnc(SCC(=O)NCc2ccc3c(c2)OCO3)[nH]c1=O	40.2	6.5%
CN1CCN(C(=O)/C(=C\c2cccc([N+](=O)[O-])c2)NC(=O)c2cccs2)CC1	-16.6	1.1%
CCCC(=O)Nc1c(C)n[nH]c1C	/	-0.7%
O=C(CN1CCCCCC1)Nc1ccccc1F	-12.7	7.4%
O=C(NCCOc1nc(N2CCCCC2)nc(N2CCCCC2)n1)Nc1ccccc1	2.1	1.4%
COC(=O)c1nc2n(n1)C(c1cccc(Cl)c1)C1=C(CCCC1=O)N2 (stereo unspecified)	7.8	4.8%
CCc1nc(Sc2nc(C)cc(C)n2)c2oc3ccccc3c2n1	4.0	2.6%
Cc1cc2c(cc1C)C(=O)NC(C)(C)C2	/	-0.7%
Cc1nc(N2CCCC2)c2ccsc2n1	/	1.6%
O=C(Nc1ccc2[nH]c(=S)sc2c1)c1ccccc1	-7.2	-0.8%
O=C(c1ccco1)N1CCN(C(=S)Nc2cccc([N+](=O)[O-])c2)CC1	-13.6	2.8%
COc1cc(NC(=O)Nc2ccccc2OC)c(OC)cc1NC(=O)CN1CCCCC1	/	-5.2%
COc1ccc(N2C(=O)C3C(C2=O)C(C(=O)c2ccc(Cl)cc2)N2CCCC32)cc1 (stereo unspecified)	9.8	-8.0%
COc1ccccc1C1c2[nH]c3ccccc3c2CCN1Cc1ccc(NC(C)=O)s1 (stereo unspecified)	14.5	2.0%
Cc1ccc(Cn2c(SC(C)C(N)=O)nc3ccccc3c2=O)cc1 (stereo unspecified)	7.2	6.2%
Oc1ccccc1/C=N/NC1=NCCCCC1	-3.3	-2.1%
COCCCNC(=O)CC(NS(=O)(=O)c1ccc(Cl)cc1)c1ccco1 (stereo unspecified)	/	7.8%
CCNC(=S)N/N=C/c1cccc(/C=N/NC(=S)NCC)c1	-1.4	-6.8%
Clc1ccc(CON/C=N/c2ncnc3sccc23)cc1	3.0	0.8%
COc1ccc2nc(/N=C(\N)NC(=O)Nc3ccccc3)nc(C)c2c1	-9.5	-0.4%
COc1ccc(/C=C/c2nc(-c3ccccc3O)n[nH]2)cc1OC	6.1	-0.1%
C=C(C)COc1ccc(-c2n[nH]c(C)c2-c2ccc(Br)cc2)c(O)c1	5.9	3.6%
COc1ccc(C(=O)NCc2ccc3c(c2)cc(C)n3C)cc1	/	-5.0%
O=C(Nc1ccc(S(=O)(=O)Nc2ccc(F)cc2)cc1)c1ccc(CN2CCOCC2)cc1	-7.5	-1.9%
Cc1ccc(NC(=S)N2CCC(C(N)=O)(N3CCCCC3)CC2)c(C)c1	0.5	3.6%
CCc1cc(-c2n[nH]c(=S)n2CC)cs1	/	1.3%
CCOc1ccc(N2C(=O)CSC2c2ccncc2)cc1 (stereo unspecified)	-3.1	4.9%
CC(=O)Nc1ccc(Nc2nc(C)c([N+](=O)[O-])c(N(C)c3ccccc3)n2)cc1	6.9	-2.3%
O=c1[nH]c2c(c(=O)[nH]1)CCC2	2.7	0.5%
COc1ccc(-c2noc(CCC(=O)N3CCN(Cc4ccccc4)CC3)n2)cc1	-3.8	7.1%
O=C(CCN1CCc2ccccc2C1)Nc1ccc(F)cc1	-8.9	-3.2%
CSc1ccccc1C(=O)Nc1c(C)cccc1C	/	3.6%
C=CCN1C(=O)C2C3CC(=O)C(c4ccccc43)C2C1=O (stereo unspecified)	9.0	-5.6%
COc1cccc(C(=O)NC(c2ccccc2)C2CCCC2)c1 (stereo unspecified)	8.1	-4.8%
CCCCN(C)S(=O)(=O)c1ccc(C(=O)Nc2nnc(C3=COCCO3)o2)cc1	-7.8	-3.8%
CCSc1nnc(CSc2ncccn2)n1C	/	-1.0%
CN(CCCCN1CCOCC1)Cc1nc(-c2ccc3c(c2)OCO3)no1	3.3	1.0%
Cc1ccc(OCCNC(=O)C2CC(=O)N(c3ccc(C)cc3)C2)cc1 (stereo unspecified)	-10.0	-1.4%
O=C(Cn1cnc2c(nnn2Cc2ccccc2F)c1=O)N1CCN(c2ccccc2)CC1	/	-1.0%
CC1CCCCC1NC(=O)COC(=O)c1ccccn1 (stereo unspecified)	3.2	-1.3%
CC(=O)NCCc1nc2ccccc2[nH]1	3.4	7.1%
CCCc1nc2n[nH]c(N)c2c2c1CCC2	4.7	1.3%
CCS(=O)(=O)N1CCC(C(=O)NCCc2ccc(OC)c(OC)c2)CC1	/	1.8%
OC(CCN1CCOCC1)(c1ccc(Cl)cc1)C1CCCCC1 (stereo unspecified)	-21.1	0.8%
O=C1CCCC2=C1C(c1cccs1)n1nc(SCc3ccccc3F)nc1N2 (stereo unspecified)	/	-4.2%

(next part)
structure	RmlCD inh 1536	M. tuberculosis GlmU
C=CCSc1nc2c(c(=O)n(C)c(=O)n2C)n1CC	/	4.7%
Cc1nc2ccc(NC(=O)c3ccco3)cc2s1	-5.9	-2.5%
O=C(NC(=S)Nn1cnnc1)c1ccccc1Cl	12.3	-5.1%
COC(C[C@@H](O)[C@@H](C)[C@H](O)COCc1ccccc1)OC	/	4.8%
O=C(NCc1cccnc1)c1ccc(COc2ccccc2Cl)cc1	-12.9	1.6%
CC(=O)OCc1cc2cc(C)ccc2[nH]c1=O	11.9	-4.0%
O=C(Nc1ccc(SC(F)F)cc1)c1cccc2nc3ccccc3nc12	/	-2.0%
Cc1cc(NC(=O)c2cccc(S(=O)(=O)N3c4ccccc4CC3C)c2)no1 (stereo unspecified)	/	0.6%
O=c1[nH]c(=O)n(CCc2ccccc2)c(O)c1C=NC1CC1	-4.9	-5.3%
CCOc1ccccc1N(CC(=O)N1CCOCC1)S(=O)(=O)c1ccc(SC)cc1	11.9	0.0%
O=C(CN(Cc1ccccc1F)C(=O)c1ccco1)NCc1ccc(F)cc1	8.4	1.4%
Cc1cccc(-n2c(N)cc(=O)nc2SCC(=O)Nc2cc(C)on2)c1	-10.6	1.0%
CCOC(=O)C(Sc1cc(-c2ccccc2)nc2ncnn12)C(C)=O (stereo unspecified)	-9.2	3.7%
Cc1cc(C)c2nc(SCC(=O)NCCN3C(=O)CSC3=O)cc(C)c2c1	-0.2	-4.3%
CC(C)N(C(=O)COC(=O)[C@H](C)NC(=O)c1ccco1)c1ccccc1	-30.2	4.0%
CC(=O)NC(CCS(C)(=O)=O)C(=O)Nc1cc(C)ccc1C (stereo unspecified)	-14.4	-1.6%
CC(=O)C1C(=O)CC(c2ccc(Cl)cc2)CC1=O (stereo unspecified)	-3.2	2.5%
Cc1noc(-c2ccc(C(F)(F)F)cc2)c1NC(=O)Nc1ccc(Cl)cc1	0.6	-4.5%
COc1cc(/C=N/NC(=O)Cn2cnc3c2c(=O)n(C)c(=O)n3C)ccc1O	0.8	1.3%
C=CCn1c(SCCC(=O)O)nnc1-c1cccs1	-8.2	6.0%
Cc1cc(C(=O)CSc2nnc(N)s2)c(C)n1CCc1ccc(F)cc1	5.2	0.4%
Cc1cc(OC(=O)c2c(C)cc(OC(=O)c3c(C)cc(O)cc3O)cc2O)cc(O)c1C(=O)O	/	5.1%
Cc1ccsc1/C=N/N1CCN(Cc2ccccc2)CC1	6.4	-1.6%
Cn1c(Cn2nnc3ccccc32)nnc1SCC(N)=O	/	1.5%
CCCc1c(O)c2ccccc2[nH]c1=O	6.0	2.0%
COc1ccc(CC(=O)Nc2cccc(S(=O)(=O)N3CCCCCC3)c2)cc1OC	44.7	2.1%
CC1=C(C(=O)c2ccccc2)C(c2ccc(O)cc2)NC(=S)N1 (stereo unspecified)	/	-1.5%
CCCCNC(=O)c1ccc(NC(=O)C2CCCO2)cc1 (stereo unspecified)	6.5	-7.0%
O=c1cc(CO)oc(C(Nc2cccc(C(F)(F)F)c2)c2ccccn2)c1O (stereo unspecified)	-10.9	-0.9%
CCc1nc(SCC(=O)NCCc2ccccc2)c2c(=O)n(C)c(=O)n(C)c2n1	1.7	-0.9%
O=C(/C=C\Nc1ccccn1)c1ccc(Cl)cc1	-3.6	-6.5%
COc1ccccc1-c1c(C)oc2c(CN3CCN(CCO)CC3)c(O)ccc2c1=O	56.3*	/
Cc1cccc(NC(=O)CSCc2nc3c(nnn3Cc3ccc(F)cc3)c(=O)[nH]2)c1C	-4.7	8.8%
O=C(CSc1nnc(Cn2c(=O)sc3ccccc32)n1CCc1ccccc1)N1CCOCC1	1.9	1.3%
O=C(c1cccnc1)N1CCN(c2c(Cl)cccc2[N+](=O)[O-])CC1	1.2	-3.1%
CCc1ccc(N(CC(=O)NC2CCCC2)S(=O)(=O)c2c(C)noc2C)cc1	5.4	1.3%
CCCN1CCC(NC(=O)Nc2cc(Cl)ccc2OC)CC1	-10.3	-2.3%
CC1CCN(c2ccc(NC(=O)c3ccccc3[N+](=O)[O-])cc2)CC1	/	-1.1%
Oc1ccccc1N=Cc1ccc[nH]1	6.5	-3.1%
CCN(CC)c1ccc(/C=c2\sc3nc4ccccc4n3c2=O)c(O)c1	-6.7	-2.5%
CCCCCOc1ccc2oc(=O)c3c(c2c1)CCCN3C(=O)CN1CCCC(C(=O)OCC)C1 (stereo unspecified)	-6.1	-5.0%
CCOc1cc(OCC)cc(C(=O)O)c1	-8.5	-2.2%
COc1cc(C)c(C(C)C)cc1S(=O)(=O)n1ccnc1	/	1.2%
CS(=O)(=O)c1ccc2nc(NC(=O)c3ccc(S(=O)(=O)NCC4CCCO4)cc3)sc2c1 (stereo unspecified)	5.6	1.4%
O=C(O)c1cccc(N2C(=O)c3ccc4c5c(ccc(c35)C2=O)C(=O)N(c2cccc(C(=O)O)c2)C4=O)c1	4.8	1.1%
COC(=O)c1cc(-c2ccccc2)sc1NC(=O)c1cc(C)on1	31.2	4.7%
C=CCn1c(SCC(=O)NC(=O)NCC(C)C)nnc1C1CCCCC1	/	-6.6%
O=C(Nc1c2c(nc3ccccc13)CCCC2)c1ccccc1Cl	-3.0	-6.2%
CCOC(=O)c1ccc(NC(=O)CCNS(=O)(=O)c2ccc3c(c2)oc(=O)n3C)cc1	/	-1.3%
O=C(COC(=O)c1ccc(-c2ccccc2)cc1)Nc1ccccc1-c1ccccc1	/	-3.7%

Single records, from the list above. Values in the order: RmlCD inh 1536, M. tuberculosis GlmU
COC(=O)c1cc(-c2ccccc2)sc1NC(=O)c1cc(C)on1 in the list: 31.2, 4.7%
CC1CCN(c2ccc(NC(=O)c3ccccc3[N+](=O)[O-])cc2)CC1 in the list: /, -1.1%
O=c1cc(CO)oc(C(Nc2cccc(C(F)(F)F)c2)c2ccccn2)c1O (stereo unspecified) in the list: -10.9, -0.9%

Some of the entries so far, as labelled records:
> CCOC(=O)c1ccc(NC(=O)CCNS(=O)(=O)c2ccc3c(c2)oc(=O)n3C)cc1
  RmlCD inh 1536 = /; M. tuberculosis GlmU = -1.3%
> O=C(COC(=O)c1ccc(-c2ccccc2)cc1)Nc1ccccc1-c1ccccc1
  RmlCD inh 1536 = /; M. tuberculosis GlmU = -3.7%

(more compounds)
structure	RmlCD inh 1536	M. tuberculosis GlmU
Cn1c(Cc2cccc3ccccc23)nnc1SCc1ccc([N+](=O)[O-])cc1	7.8	-5.3%
CCCn1c(=O)c2ccccc2n2c(SCCOc3ccc(OC)cc3)nnc12	12.6	3.0%
CN(C)c1ccc(/C=N/NC(=O)c2ccc(Cn3cc(Br)cn3)o2)cc1	7.0	6.3%
Cc1cccc(C(=O)N2CCC(=O)N(C(COCc3ccccc3)Cc3ccccc3)CC2)c1 (stereo unspecified)	/	3.0%
CC(C)(C)c1cc(C(F)(F)F)nc(SCCCNC(=O)c2ccco2)n1	33.1	-0.5%
COc1ccccc1OCCCn1cc(C(C)=O)c2ccccc21	0.1	-0.8%
COc1ccc(NC(=O)N2CCC3(CC2)OCCO3)cc1	2.9	-2.1%
CCOP(=O)(OCC)C(NC(=O)c1ccccc1)=C(Cl)Cl	25.7	3.2%
CCC(C)Oc1cccc(C(=O)Nc2ccccc2N2CCOCC2)c1 (stereo unspecified)	/	-13.8%
CC1=NN(Cc2ccccc2)C(=O)C1C(c1ccncc1)C(C#N)C#N (stereo unspecified)	-1.9	-1.8%
O=C1CC(c2nc3ccccc3[nH]2)CN1c1cccc(C(F)(F)F)c1 (stereo unspecified)	/	7.2%
C=C1N(c2cccc(Cl)c2)C(=O)OC1(C)C	-3.3	0.2%
COC(c1ccccc1)c1nnc(CCC(=O)NCc2cccc(-n3cccn3)c2)o1 (stereo unspecified)	-6.1	8.3%
c1cncc(-c2nn3c(Cn4cnc5ccccc54)nnc3s2)c1	/	2.3%
CCC1CCCCN1C(=O)CSc1nnc(-c2cccs2)o1 (stereo unspecified)	7.8	1.1%
O=C(COC(=O)Cc1ccccc1F)Nc1cccc(S(=O)(=O)NC2=NCCCCC2)c1	59.1	-1.2%
Cc1[nH]c2ccccc2c1C(=O)CSc1ccccn1	8.2	-3.3%
CCOc1ccc(CCNC(=O)c2cccnc2N2CCCC2)cc1OCC	/	2.0%

Screening data from PubChem BioAssay.
